Assay outcomes as filed in PubChem BioAssay.
UPR XBP1 act: activators of adaptive arm of unfolded protein response (XBP1). activation, % at 20 µM. CHO-XBP1 luciferase reporter, IRE1-XBP1 UPR activation, luminescence; percent of tunicamycin response, DMSO as zero. hit rate 0.33% among 330,000;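 active = versus positive control, 20 µM dose yields 30% or more activation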;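 note: 100% = tunicamycin at 10 µg/mL and 0% = DMSO only wells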
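incubation = overnight seeding at 37 °C, 6 h compound treatment at 37 °C | assay system = CHO-XBP1 cells stably carrying IRE1-XBP1-driven luciferase reporter | input = 1000 cells per well | detection = luciferase luminescence | dosing = single point, 20 µM final compound, 1% DMSO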
tim23-1 inh: growth inhibitors of tim23-1 mutant yeast. S. cerevisiae tim23-1 growth, BacTiter-Glo luminescence, 24 h. inhibition, % at 20 µM. hit rate 1.3% among 330,000. AID 463212;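 active = growth inhibition of the mutant yeast at or above 50%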;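 note: temperature-sensitive mutant grown at 25 °C; plate controls were DMSO-treated mutant yeast for no effect and medium wells lacking yeast for full effect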
Mdm2 MdmX PPI: inhibitors of human Mdm2/MdmX interaction. O15151+Q00987. SaOS-2 split-luciferase Mdm2/MdmX complementation, luminescence. inhibition, % at 8 µM. hit rate 3% among 330,000. AID 485346;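 active = inhibition of at least 50% at 8 µM in the primary screen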
Target sequence (O15151 whole entry, looked up): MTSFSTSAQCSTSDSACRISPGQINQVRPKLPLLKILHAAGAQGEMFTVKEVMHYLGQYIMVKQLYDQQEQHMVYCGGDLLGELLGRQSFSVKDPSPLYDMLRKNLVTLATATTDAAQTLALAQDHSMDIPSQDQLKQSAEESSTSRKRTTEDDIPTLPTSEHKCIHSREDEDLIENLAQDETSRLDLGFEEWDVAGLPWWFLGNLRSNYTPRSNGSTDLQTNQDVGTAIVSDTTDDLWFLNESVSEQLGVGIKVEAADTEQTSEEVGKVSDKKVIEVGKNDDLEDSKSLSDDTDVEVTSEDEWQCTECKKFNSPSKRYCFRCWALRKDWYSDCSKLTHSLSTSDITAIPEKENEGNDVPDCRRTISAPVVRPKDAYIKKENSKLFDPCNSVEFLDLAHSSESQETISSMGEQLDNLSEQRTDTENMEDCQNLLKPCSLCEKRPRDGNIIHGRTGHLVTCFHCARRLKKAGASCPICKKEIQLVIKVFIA
Target sequence (Q00987 whole entry, looked up): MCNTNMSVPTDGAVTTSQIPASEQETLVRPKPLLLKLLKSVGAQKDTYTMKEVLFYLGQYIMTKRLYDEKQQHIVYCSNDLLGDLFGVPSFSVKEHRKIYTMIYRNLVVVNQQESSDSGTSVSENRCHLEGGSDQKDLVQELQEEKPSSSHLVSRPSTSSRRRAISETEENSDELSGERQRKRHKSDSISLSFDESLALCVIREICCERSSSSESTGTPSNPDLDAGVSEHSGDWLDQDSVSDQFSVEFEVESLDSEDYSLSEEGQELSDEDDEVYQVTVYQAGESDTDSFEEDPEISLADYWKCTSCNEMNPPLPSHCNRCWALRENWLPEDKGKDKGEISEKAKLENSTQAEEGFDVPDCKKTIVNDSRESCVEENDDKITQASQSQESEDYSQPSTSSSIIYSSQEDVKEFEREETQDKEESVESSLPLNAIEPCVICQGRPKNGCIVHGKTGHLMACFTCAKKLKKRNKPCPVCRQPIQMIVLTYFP
tim10-1 inh: growth inhibitors of tim10-1 mutant yeast. S. cerevisiae tim10-1 ts strain growth, BacTiter-Glo, 24 h. inhibition, % at 20 µM. hit rate 2.2% among 330,000. AID 463190;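 active = inhibition of at least 40%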;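 note: mutant grown at 25 °C; 0% = DMSO wells with yeast and 100% = wells holding no yeast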
APJ ag: agonists of human APJ apelin receptor; CHO-K1 APJ PathHunter beta-arrestin, luminescence; 0% DMSO wells, 100% apelin; AID 2520; hit rate 0.11% among 330,000; activation, % at 20 µM;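 active = activation more than six SD over the plate average, tested at 20 µM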;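 note: 0% = DMSO alone and 100% = apelin-13 at 10 nM; some results filed as inactive read as strong as hits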
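Assay system – PathHunter CHO-K1 APJ (AGTRL-1) beta-arrestin reporter cells · Compound – one dose, 20 µM compound, 1% DMSO · Timing – compound 90 min 25 °C, reagent 1 h · Measured by – luminescence from split beta-galactosidase complementation, Galacton Star/Emerald II substrate · Measure – beta-arrestin recruitment to APJ as agonist activity, luminescent signal · Benchmarks – DMSO vs Apelin-13 10 nM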
CHOP UPR activ: apoptotic UPR (CHOP) activation. CHO-CHOP luciferase reporter, luminescence; percent of tunicamycin response over DMSO baseline. activation, % at 10 µM. hit rate 0.34% among 330,000. AID 449763;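 active = at 10 µM dose, activation of 40% or more, normalized to positive control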;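 note: 100% = tunicamycin at 10 µg/mL and 0% = DMSO alone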
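Test system: CHO CHOP reporter cells. Input: 500 CHO-CHOP cells per well. Medium: F12 with 10% FBS. Technique: luciferase luminescence. Measure: percent activation relative to tunicamycin control. Dosing: 10 µM compound, 0.5% DMSO. Timing: 16-18 h cell attachment, then 6 h compound exposure, 37 °C.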
TIM10 inh: TIM10 yeast growth inhibition; S. cerevisiae TIM10 strain growth, BacTiter-Glo luminescence, 24 h; inhibition, % at 10 µM; hit rate 1.4% among 330,000;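 active = inhibition of 40% or more at the single tested concentration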;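 note: wild-type TIM10 isogenic control strain grown at permissive 25 °C; 0% = DMSO yeast wells and 100% = minimal medium wells without yeast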
GRIN3A LBD mod: modulators (binders) of human NR3A ligand-binding domain; NR3A LBD differential scanning fluorimetry, Tm shift; 0% = protein alone, 100% = glycine-bound protein; AID 1259313; Tm shift relative to glycine control, % at 25 µM; hit rate 2.5% among 340,000;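 active = melting temperature shift of at least 10% of the positive control shift, at one fixed dose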
NALP3 yeast inh: blocks the NALP3 inflammasome reconstituted in yeast; Yeast reconstituted NLRP3/ASC/caspase-1, beta-gal luminescence, 24 h; inhibition, % at 10 µM; hit rate 0.39% among 330,000; AID 2825;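 active = inhibition of 50% or more; inactive = inhibition below 50%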;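 note: plate controls were induced DMSO wells for no effect and uninduced yeast grown without galactose for full effect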
The depositor's hits bear a star.

No. | Structure | UPR XBP1 act | tim23-1 inh | Mdm2 MdmX PPI | tim10-1 inh | APJ ag | CHOP UPR activ | TIM10 inh | GRIN3A LBD mod | NALP3 yeast inh
1 | COc1ccc([N+](=O)[O-])cc1NC(=S)NC(NC(=O)Cc1ccc(OC)c(OC)c1)C(Cl)(Cl)Cl (stereo not given) | -1.6 | -14.4 | 26.0 | 6.3 | -5.9 | -1.7 | -25.3 | 7.0 | 16.1
2 | CC(C)(C)n1ncc2c(=O)n(CC(=O)NCc3ccccc3Cl)cnc21 | -4.3 | -4.0 | -121.0 | -22.2 | -2.6 | 1.4 | 0.7 | -1.8 | 3.6
3 | CC(C)(C)OC(=O)N1CCC(NC(=O)c2nc[nH]c2C(=O)N2CCc3ccccc3C2)CC1 | -3.0 | 14.3 | 9.7 | 15.8 | -0.5 | 1.8 | -1.5 | 1.3 | -5.4
4 | C/C(=N\NC(=O)C1COc2ccccc2O1)c1ccc(C)o1 (stereo not given) | -2.5 | 15.1 | 7.9 | 15.2 | -6.6 | 0.7 | 8.2 | -2.0 | -3.0
5 | COc1ccc2[nH]c(C(=O)N/N=C/c3ccc(O)cc3O)cc2c1 | -3.0 | 11.6 | 71.0* | -2.9 | -4.8 | -1.4 | 10.1 | 13.3* | 18.3
6 | Cc1cc(C(F)(F)F)nc(SCCN2CCCCC2)c1C#N | -4.1 | -6.1 | -17.6 | -15.2 | -3.2 | -0.1 | -2.2 | -3.2 | 7.7
7 | CCC1CCCCN1CCCNC(=O)C1CCC(=O)N1Cc1ccc(C)cc1 (stereo not given) | -7.3 | 11.7 | 5.1 | 9.5 | -0.7 | -1.8 | -19.0 | -0.5 | 15.2
8 | CCC(C)(C(=O)NC1CCCC1)N(Cc1cccs1)C(=O)Cc1cccs1 (stereo not given) | 0.0 | 20.6 | 4.6 | 22.9 | 1.3 | 0.2 | 45.1* | 1.3 | 33.3
9 | O=S1(=O)CC(O)C(Nc2ccccc2Cl)C1 (stereo not given) | 0.1 | 0.8 | -9.1 | 6.0 | -4.7 | 1.9 | 1.1 | 1.4 | 5.1
10 | Cc1onc(-c2c(Cl)cccc2Cl)c1C(=O)NCCCN1CCOCC1 | -1.0 | 8.6 | 13.2 | 1.1 | 1.4 | 2.2 | -5.4 | 1.3 | 2.9
11 | Cc1ccc(NC(=O)CCN2CCN(C/C=C/c3ccccc3)CC2)cc1 | 4.0 | 6.9 | 15.6 | 16.5 | -3.0 | -2.1 | -11.0 | -0.1 | 21.2
12 | COc1ccc(CC(C)NS(=O)(=O)c2ccc3c(c2)CCN3S(C)(=O)=O)cc1OC (stereo not given) | -0.7 | -4.7 | 0.7 | -6.3 | 2.2 | 0.2 | -9.9 | 0.3 | -6.2
13 | COc1ccc(-c2cn(CCO)c(CCN)n2)cc1 | -0.5 | 1.7 | 17.1 | -15.6 | -2.1 | -0.6 | -14.1 | -2.9 | 17.8
14 | COCCN(CC1CCCN(C2Cc3ccccc3C2)C1)C(=O)CSC (stereo not given) | 2.5 | -11.9 | 9.4 | -5.5 | -3.2 | 0.5 | 4.4 | -1.6 | 18.9
15 | Cc1ccccc1NC(=O)CSc1nnc(-c2ccccn2)o1 | -0.5 | -13.7 | -14.0 | -25.6 | 0.5 | 2.0 | -17.8 | -0.2 | 25.3
16 | CC(=O)Nc1ccc(C2(O)COc3ccccc3O2)cc1 (stereo not given) | -1.5 | -4.7 | -18.4 | -3.8 | -3.9 | 2.4 | 8.5 | 5.9 | 10.9
17 | O=C(CCOc1ccccc1)Nc1ccc(Cl)c(S(=O)(=O)N2CCOCC2)c1 | -2.8 | 19.7 | 17.4 | 13.0 | -1.8 | 1.9 | -2.0 | 2.2 | 24.4
18 | Cc1ccc(CNC(=O)COc2ccc(S(=O)(=O)NC(C)C)cc2)cc1 | -2.1 | 17.4 | 12.2 | 20.6 | 1.8 | -0.5 | -7.8 | -1.2 | -19.2
19 | Cc1ccc(-c2nc(NCc3ccco3)n(C(=O)c3ccco3)n2)cc1 | -2.2 | 8.1 | -52.2 | 6.1 | -2.6 | 5.5 | 10.7 | 1.3 | -6.5
20 | Cc1cc(C)c(NC(=O)CNC(=O)COC(=O)CNC(=O)c2ccc(Cl)cc2Cl)c(C)c1 | -0.6 | 5.8 | 10.2 | 17.5 | 15.9 | 0.3 | 5.0 | -0.6 | 19.1
21 | CC(C)(C)CC(=O)NCc1ccc(F)cc1 | -0.1 | -1.3 | -4.1 | -11.2 | 3.8 | -1.2 | -18.3 | -0.4 | -9.5
22 | Cc1cc(NC(=S)Nc2ccc(C)c(Cl)c2)n[nH]1 | 1.9 | 51.2* | -50.1 | 46.5* | 2.2 | 4.0 | 28.5 | -6.0 | 23.4
23 | CCC(=O)Oc1ccc(C(=O)Nc2ccc([N+](=O)[O-])cc2)cc1 | 2.0 | 18.5 | 1.2 | 27.4 | -7.8 | 3.0 | -5.5 | 6.4 | 19.5
24 | O=C1N[C@@H](Cc2ccccc2)C(=O)N2[C@H]1C[C@]1([C@]34C[C@H]5C(=O)N[C@@H](Cc6ccccc6)C(=O)N5[C@H]3N(S(=O)(=O)c3ccccc3)c3ccccc34)c3ccccc3N(S(=O)(=O)c3ccccc3)[C@H]21 | -1.3 | 2.2 | 3.3 | -4.8 | 3.8 | -1.6 | -5.3 | 1.0 | 2.6
25 | O=C(N1CCCCC1)N1CCN(C(c2ccccc2)c2ccccc2)CC1 | -0.1 | 28.6 | 3.8 | 30.0 | 0.9 | -0.2 | 22.6 | -1.1 | 20.2
26 | COc1ccc(NS(=O)(=O)c2cc(NC(=O)c3cccnc3Cl)ccc2N2CCCC2)cc1 | -1.1 | 22.9 | -27.4 | 13.2 | -4.3 | 1.6 | 21.9 | -6.0 | 5.1
27 | CCn1c(Cc2ccc(OC)cc2)nnc1SCC(=O)NC1CCCCC1 | 0.9 | 8.8 | 1.3 | 9.3 | -1.1 | 1.7 | 11.2 | -0.2 | 12.5
28 | COc1ccc(C2N(C(=O)CN3CCOCC3)CCN2S(=O)(=O)c2ccccc2)cc1 (stereo not given) | -1.9 | 8.8 | 9.8 | 6.6 | -3.3 | 6.7 | 11.1 | 0.2 | -1.5
29 | COc1ccccc1N1CCN(C(=O)CSc2nc3ccccc3nc2N2CCCCC2)CC1 | -3.1 | 31.8 | 39.2 | 27.3 | -3.5 | -0.2 | 13.2 | 0.5 | 6.2
30 | O=C1N/C(=N/O)S/C1=C/c1cccc([N+](=O)[O-])c1 | -2.6 | -18.3 | 4.9 | 10.8 | -0.6 | -2.4 | -10.8 | -8.5 | 7.3
31 | O=C(O)c1cccc(S(=O)(=O)NCCc2ccccc2)c1 | -1.8 | 8.4 | 9.9 | -0.7 | -1.5 | 0.6 | 2.6 | 0.3 | 9.0
32 | O=C(O)c1cnn(-c2nc(-c3ccc(F)cc3)cs2)c1C(F)(F)F | -1.6 | 9.0 | 9.3 | -3.8 | -1.4 | 4.8 | 4.9 | -0.1 | -11.7
33 | CCN(CC(=O)Nc1cccc(C(C)=O)c1)S(=O)(=O)c1ccc(C)cc1 | -3.2 | 11.5 | 8.0 | 8.4 | -1.1 | -0.9 | -10.2 | -0.8 | 18.5
34 | O=C(COC(=O)c1ccccn1)NNC(=O)c1ccc(Br)cc1 | -1.0 | -3.6 | 2.4 | -17.5 | -1.2 | 1.4 | -14.3 | 1.9 | 9.5
35 | COC(=O)c1ccc2c(=O)n(CC3CCCO3)c(=S)[nH]c2c1 (stereo not given) | -4.1 | 22.4 | 20.8 | 13.6 | -4.2 | 0.5 | 9.5 | 2.1 | 1.1
36 | COC(=O)C(CCSC)NC(=O)c1cccc([N+](=O)[O-])c1 (stereo not given) | -1.4 | 6.2 | -11.6 | 6.4 | -2.4 | 0.6 | 3.2 | 2.6 | -6.4
37 | CCCN(CCC)Cc1c(C(=O)N/N=C/c2ccncc2)nnn1-c1nonc1N | -0.9 | 15.0 | -14.1 | 17.4 | 0.4 | -0.7 | -1.8 | 2.9 | 3.0
38 | CCNC(=S)N1CCN(CCNC2=CC(=O)CC(C)(C)C2)CC1 | 2.3 | 2.6 | 1.3 | 0.5 | 2.5 | -0.5 | 8.5 | -0.3 | 7.6
39 | CC(C)c1nnc(NC(=O)CS(=O)(=O)Cc2ccccc2)s1 | -0.8 | 4.1 | -5.8 | 14.5 | -3.8 | 4.1 | 4.0 | -13.9 | -0.6
40 | CCOc1ccccc1NC(=O)COC(=O)C1CCC1 | -2.9 | -0.3 | -1.4 | 9.4 | 1.8 | 1.0 | -2.9 | 1.7 | 6.3
41 | OCCC1CN(Cc2cccn2-c2ncccn2)CCN1C1CCCC1 (stereo not given) | -2.3 | -3.4 | 13.7 | 11.4 | -4.7 | -0.8 | 1.7 | -0.4 | -8.4
42 | C1=CC2C3C=CC(C3)C2C1 (stereo not given) | -1.5 | 25.6 | 18.4 | -5.7 | -3.2 | -0.5 | 2.4 | -1.4 | 11.4
43 | COc1ccccc1-n1nnnc1SC(C)C(=O)NC1CCCC1 (stereo not given) | 3.4 | 7.0 | 2.5 | 17.2 | 4.4 | 3.0 | 3.3 | 1.6 | 22.9

Seven entries from above, with values under each structure:
The line under a structure holds: UPR XBP1 act	tim23-1 inh	Mdm2 MdmX PPI	tim10-1 inh	APJ ag	CHOP UPR activ	TIM10 inh	GRIN3A LBD mod	NALP3 yeast inh
1	COc1ccc([N+](=O)[O-])cc1NC(=S)NC(NC(=O)Cc1ccc(OC)c(OC)c1)C(Cl)(Cl)Cl (stereo not given)
→ -1.6	-14.4	26.0	6.3	-5.9	-1.7	-25.3	7.0	16.1
2	CC(C)(C)n1ncc2c(=O)n(CC(=O)NCc3ccccc3Cl)cnc21
→ -4.3	-4.0	-121.0	-22.2	-2.6	1.4	0.7	-1.8	3.6
3	CC(C)(C)OC(=O)N1CCC(NC(=O)c2nc[nH]c2C(=O)N2CCc3ccccc3C2)CC1
→ -3.0	14.3	9.7	15.8	-0.5	1.8	-1.5	1.3	-5.4
4	C/C(=N\NC(=O)C1COc2ccccc2O1)c1ccc(C)o1 (stereo not given)
→ -2.5	15.1	7.9	15.2	-6.6	0.7	8.2	-2.0	-3.0
5	COc1ccc2[nH]c(C(=O)N/N=C/c3ccc(O)cc3O)cc2c1
→ -3.0	11.6	71.0*	-2.9	-4.8	-1.4	10.1	13.3*	18.3
6	Cc1cc(C(F)(F)F)nc(SCCN2CCCCC2)c1C#N
→ -4.1	-6.1	-17.6	-15.2	-3.2	-0.1	-2.2	-3.2	7.7
7	CCC1CCCCN1CCCNC(=O)C1CCC(=O)N1Cc1ccc(C)cc1 (stereo not given)
→ -7.3	11.7	5.1	9.5	-0.7	-1.8	-19.0	-0.5	15.2
